Assay outcomes deposited in PubChem by several laboratories.
FLuc act counter – FLuc activators, initial screening, artefact control for FLuc-dependent activation tests, biochemical, ATPlite luminescence | Luciferin 4-monooxygenase (Photinus pyralis), P08659 | 200,000 tested, under 10 active | AID 1027, 2008 | activation factor at 10 µM | ATPlite luciferase biochemical, 10 min; 0 = ATP-free wells, 1 = DMSO control;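 active means luciferase activation factor, scaled between plate controls, of at least 2 with compound at 10 µM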
Target sequence (P08659 whole entry, looked up): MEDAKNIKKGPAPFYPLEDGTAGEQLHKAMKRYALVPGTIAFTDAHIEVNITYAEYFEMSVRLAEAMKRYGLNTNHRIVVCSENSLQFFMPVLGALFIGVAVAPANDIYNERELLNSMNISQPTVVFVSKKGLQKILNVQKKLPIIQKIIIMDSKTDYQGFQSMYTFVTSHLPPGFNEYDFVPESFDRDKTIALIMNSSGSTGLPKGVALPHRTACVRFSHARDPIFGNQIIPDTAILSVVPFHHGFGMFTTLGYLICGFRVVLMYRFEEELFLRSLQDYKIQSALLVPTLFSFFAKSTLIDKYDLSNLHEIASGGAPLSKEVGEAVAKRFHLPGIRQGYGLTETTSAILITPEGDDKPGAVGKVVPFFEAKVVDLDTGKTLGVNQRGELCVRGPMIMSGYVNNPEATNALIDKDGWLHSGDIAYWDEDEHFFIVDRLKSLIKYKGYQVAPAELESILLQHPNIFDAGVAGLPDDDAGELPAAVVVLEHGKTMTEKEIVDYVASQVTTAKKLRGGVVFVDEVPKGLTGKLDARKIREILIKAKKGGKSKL
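test system = cell-free luciferase reagent | medium = PBS as buffer for the ATP substrate | dosing = test compounds dosed from 2 mM stocks in 100% DMSO | incubation = 10 min at ambient temperature | detection = luminescence measurement of luciferase light output | benchmarks = low control with PBS replacing ATP, high control enzyme plus ATP without compound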
L major viab – Leishmania major promastigote growth inhibition, primary screen; hit rate 9% among 200,000; Leishmania major promastigotes, resazurin fluorescence viability; inhibition, % at 10 µM; AID 1063, 2008; in the data active means inhibition above about 50%;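 further: promastigotes grown with compound for 44 hours at 28 °C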
APP transl inh – inhibitors of APP translation via 5'UTR reporter, primary screen, APP 5'UTR luciferase, SH-SY5Y cells; SH-SY5Y APP 5'UTR-luciferase reporter, luminescence; inhibition, % at 2 µM; hit rate 0.82% among 190,000; AID 1285, 2008;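 active means inhibition above a set limit, derived from the sample mean plus 3 SD, cut at about 45% in these data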; further: values of inactives mirror those of a sister screen read the other way
TNAP inh hiacc – human TNAP enzyme inhibitors, primary screen, biochemical, luminescent, high phosphate acceptor level, uHTS. hit rate 0.03% among 200,000. inhibition, % at 20 µM. purified TNAP, CDP-star luminescence, 1 M DEA. Alkaline phosphatase, tissue-nonspecific isozyme (Homo sapiens), P05186;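 active means over 50% inhibition of tissue-nonspecific alkaline phosphatase at 20 µM in the single-dose screen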;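 further: plate controls were DMSO wells for no effect and EDTA-quenched wells as full inhibition for full effect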
Target sequence (P05186 whole entry, looked up): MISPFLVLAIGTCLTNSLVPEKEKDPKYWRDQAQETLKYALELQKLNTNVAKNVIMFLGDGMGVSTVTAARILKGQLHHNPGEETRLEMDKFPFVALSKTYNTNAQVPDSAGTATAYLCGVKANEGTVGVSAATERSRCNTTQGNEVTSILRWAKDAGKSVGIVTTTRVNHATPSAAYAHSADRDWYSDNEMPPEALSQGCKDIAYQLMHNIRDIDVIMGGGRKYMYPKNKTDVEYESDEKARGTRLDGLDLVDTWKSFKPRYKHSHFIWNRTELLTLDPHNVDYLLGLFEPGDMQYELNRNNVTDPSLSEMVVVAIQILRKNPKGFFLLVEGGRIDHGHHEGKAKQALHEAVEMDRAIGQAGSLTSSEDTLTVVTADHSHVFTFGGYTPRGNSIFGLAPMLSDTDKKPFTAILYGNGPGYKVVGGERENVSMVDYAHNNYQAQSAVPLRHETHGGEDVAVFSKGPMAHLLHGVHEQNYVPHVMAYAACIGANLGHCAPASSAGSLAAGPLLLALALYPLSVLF
RAM network inh – inhibitors of the yeast RAM network, primary screen, dse1pr::URA3 reporter, 5-FOA selection | AID 868, 2007 | hit rate 1.8% among 190,000 | inhibition, % at 50 µM | S. cerevisiae dse1pr::URA3 reporter, 5-FOA growth OD615, 2 d; analog-sensitive cbk1-as2 kinase mutant strain;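 active means inhibition above a set limit, 3 SD over mean compound inhibition, cut at about 8.4% in these data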;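 further: 0% = DMSO-only wells with no growth and 100% = 10 µM 1-NA-PP1 full growth; inhibition rescues growth on 5-FOA so higher OD means more RAM inhibition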
TNAP inh noacc – human TNAP enzyme inhibitors, primary screen, biochemical, luminescent, no phosphate acceptor, uHTS; purified TNAP, CDP-star luminescence, 30 min; hit rate 0.26% among 200,000; AID 1012, 2008; Alkaline phosphatase, tissue-nonspecific isozyme (Homo sapiens), P05186; inhibition, % at 20 µM;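 active means tissue-nonspecific alkaline phosphatase inhibition above about 50% at 20 µM in the single-dose screen, limit read from the data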;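 further: 0% = DMSO negative control and 100% = EDTA positive control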
bIAP activator – bovine intestinal alkaline phosphatase activators, primary screen, biochemical, bovine IAP, CDP-star luminescence; alkaline phosphatase, intestinal [Bos taurus]; purified bovine IAP, 30 min; hits give high values; fold of DMSO-control signal, blank-subtracted; activation factor at 20 µM; hit rate 0.17% among 200,000; AID 1016, 2008;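 active means activation factor of 2 or more at 20 µM, a signal rise over negative controls twice the positive control's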
TNAP act hiacc – TNAP activators at high phosphate acceptor level, primary screen, biochemical, luminescence, uHTS; Alkaline phosphatase, tissue-nonspecific isozyme (Homo sapiens), P05186; activation factor at 20 µM; 200,000 tested, under 10 active; purified TNAP, CDP-star luminescence, 1 M DEA, 30 min; hits give high values; 0 = EDTA background, 1 = DMSO-only activity;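 active means activation factor at least 2 at 20 µM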
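Measured by: Luminescent substrate turnover signal | Test system: Human TNAP | Input: TNAP 1/800 final | Dosing: 20 µM single point | Schedule: 30 min, room temperature | Controls: EDTA wells as negative control, DMSO wells as positive control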
bIAP inh – bovine intestinal alkaline phosphatase inhibitors, primary screen, selectivity assay for TNAP inhibitor project, biochemical, bovine IAP, CDP-star luminescence; purified bovine IAP, 30 min; alkaline phosphatase, intestinal [Bos taurus]; 190,000 tested, under 10 active; AID 1019, 2008; inhibition, % at 20 µM;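 active means over 50% inhibition of intestinal alkaline phosphatase at 20 µM in the single-dose screen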
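Incubation: 30 min reaction at room temperature / Material: purified bovine intestinal alkaline phosphatase (IAP) enzyme / Input: enzyme at 1/65,000,000 dilution / Dosing: 20 µM single dose / Signal: CDP-star luminescence signal / Reagent: CDP-star chemiluminescent phosphatase substrate, 30 µM final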
FLuc inh counter – firefly luciferase enzyme inhibitors, primary screen, artefact control for luciferase-based inhibitor screens, biochemical, luminescence, ATPLite; Luciferin 4-monooxygenase (Photinus pyralis), P08659; 10 min; inhibition, % at 10 µM; hit rate 1.5% among 200,000; AID 1006, 2008;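 active means inhibition above about 50% when tested at 10 µM, limit read from the data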
* marks the source's active call; other numbers are inactive results; . = not tested or not shown.

Results follow in this order: FLuc act counter | L major viab | APP transl inh | TNAP inh hiacc | RAM network inh | TNAP inh noacc | bIAP activator | TNAP act hiacc | bIAP inh | FLuc inh counter
CCc1nn(C(C)C(=O)NCCN2CCN(c3cccc(C)c3C)CC2)c(=O)c2cc3occc3n12 (stereo not given)
 : 1 | 84.5* | 6.0 | -1.8 | 0.9 | 0.4 | 1 | 1 | -4.5 | -2.6
OC(CNCc1ccc(F)cc1)(c1ccccc1)c1ccc(F)cc1 (stereo not given)
 : 1.1 | 2.5 | 5.2 | -5.9 | 2.1 | -10.2 | 0.9 | 1.1 | 10.9 | -7.2
CCC1(C)Cc2c(sc(NC(=S)NC(=O)c3ccccc3)c2C#N)CO1 (stereo not given)
 : 1 | -1.6 | -30.0 | 7.7 | 5.8 | 6.5 | 0.7 | 0.9 | 30.1 | 3.2
COc1ccc([N+](=O)[O-])cc1NC(=O)COC(=O)C=C(C)C
 : 1.1 | -1.4 | -17.6 | -6.0 | 3.4 | -12.4 | 1 | 1.1 | -0.1 | -5.4
O=C(c1cc(Br)ccc1Cl)N1CCCC1
 : 1.1 | 0.2 | 14.8 | -6.8 | -0.3 | -3.7 | 0.9 | 1.1 | 8.0 | -7.9
Nc1nnc(SCc2cccnc2)s1
 : 1 | -8.0 | -16.1 | 0.9 | 0.6 | -7.7 | 1 | 1 | 4.5 | -0.1
CCc1c(C(=O)c2ccc(Cl)cc2)oc2c(C)c3oc(=O)cc(C)c3cc12
 : 1 | -4.8 | -6.8 | -1.8 | 2.8 | 4.6 | 0.9 | 1 | 6.7 | -2.9
O=C(Nc1ccc2c(c1)CCC2)c1cnc(Cl)c(Cl)c1
 : 1 | -2.6 | -149.0 | -6.2 | 3.6 | -12.5 | 1 | 1.1 | -2.0 | -1.8
COc1ccc(NC(=O)CN2C(=O)c3cccc4cccc2c34)c(OC)c1
 : 1.1 | -7.8 | -1.0 | -5.7 | 0.1 | -10.9 | 1 | 1.1 | -2.3 | -8.7
CCOC(=O)N1CCN(C(=O)Cc2ccc(Cl)cc2)CC1
 : 1 | -6.3 | 7.7 | 0.4 | 0.9 | -7.7 | 0.9 | 1 | 5.8 | -2.0
CCNc1nc(NC(C)C)nc(Oc2ccc(OCCOc3ccc(C)cc3)nn2)n1
 : 1 | 31.3 | -1.8 | -1.5 | 1.6 | -8.4 | 1.1 | 1 | -7.6 | -3.8
COc1ccccc1NC(=O)c1cc(S(=O)(=O)N2CCC3(CC2)OCCO3)ccc1F
 : 1 | -5.0 | -7.2 | -5.4 | 9.6* | -10.5 | 0.9 | 1.1 | 5.5 | -2.5
Cc1nnc(SCCn2c(N3CCCCCC3)nc3c2c(=O)[nH]c(=O)n3C)s1
 : 1 | -2.7 | 11.7 | -1.8 | 2.2 | -9.7 | 1 | 1 | 0.5 | 0.1
CC(C)(C)N(CC#CCC(O)(c1ccccc1)C1CCCC1)CCO (stereo not given)
 : 1 | 3.5 | -21.1 | -3.8 | -0.1 | 0.8 | 1.1 | 1 | -9.8 | -4.3
COc1ccc(-n2nc3c(c2NC(=O)C24CC5CC(CC(C5)C2)C4)CS(=O)C3)cc1 (stereo not given)
 : 1 | 2.1 | -3.1 | -1.8 | 1.9 | -11.8 | 1.1 | 1 | -8.6 | 0.4
CN1CCc2c(sc3c2C(=O)NC(c2ccccn2)N3)C1 (stereo not given)
 : 1 | -9.1 | -7.8 | -1.9 | -0.2 | -0.1 | 1 | 1 | -4.2 | 3.1
COc1ccc(NC(=S)N2CCC(N(C)CC3CCCO3)CC2)cc1 (stereo not given)
 : 1 | 93.4* | -4.2 | -3.1 | 2.2 | -2.0 | 0.8 | 1 | 23.2 | -2.7
CCOC(=O)C1=C(CC)Nc2ccccc2N=C1NC(=O)c1cccc(S(=O)(=O)N2CCCC2)c1
 : 1 | 72.0* | 5.0 | -6.8 | 2.2 | -7.2 | 1.1 | 1.1 | -6.1 | -4.2
COc1ccc(C2C(C(C)=O)=C(O)C(=O)N2c2nccs2)c(OC)c1 (stereo not given)
 : 1.1 | -2.3 | -3.2 | -7.0 | 1.3 | -9.4 | 0.9 | 1.1 | 11.3 | -10.1
Cn1c(SCC(=O)N2CCOCC2)nc2sc3c(c2c1=O)CCCC3
 : 1.1 | 1.8 | -5.9 | -3.3 | 3.9 | -6.7 | 1 | 1 | 4.1 | -7.1
COc1ccc(OC)c(CN2CCC(C(=O)N(C)CCc3ccc(OC)c(OC)c3)CC2)c1
 : 1 | -7.0 | -4.0 | -3.2 | -0.8 | -5.1 | 1.1 | 1 | -13.3 | -3.5
COc1cc(/C=N/N=C2/C(=O)Nc3ccccc32)cc(OC)c1O
 : 0.8 | 10.1 | 5.5 | 56.0* | -0.1 | 49.4 | 1 | 0.4 | 4.4 | 20.4
CN(C)/C=N/c1ncnc2c1cnn2-c1ccc(C(F)(F)F)cn1
 : 0.8 | -0.5 | 0.1 | -0.9 | 1.4 | -7.5 | 0.9 | 1 | 6.7 | 18.8
CCOC(=O)N1CCN(S(=O)(=O)c2ccc3[nH]c(=O)sc3c2)CC1
 : 1.1 | -11.4 | -9.2 | -1.1 | 4.4 | -11.1 | 0.9 | 1 | 6.2 | -7.7
O=C(/C=C/c1cccs1)NC(=S)Nc1ccccc1
 : 1 | -2.8 | -35.2 | 2.7 | 0.3 | -2.3 | 1.1 | 1 | -8.4 | 1.2
CCCCN1C(=O)C(=Nc2cccc3cnccc23)c2ccccc21
 : 1 | 77.1* | -41.8 | 12.7 | 1.4 | 10.1 | 1 | 0.9 | 1.3 | 0.1
COc1cc(C(=O)Oc2ccccc2/C=N/NC(=O)c2ccc(Cl)cc2Cl)cc(OC)c1OC
 : 1.1 | -0.1 | 6.4 | -3.4 | 1.0 | -14.9 | 1.3 | 1 | -32.3 | -9.7
COc1ccc(NC(=O)c2ocnc2C)cc1OC
 : 0.9 | 1.0 | 1.0 | -3.7 | 0.7 | -6.3 | 0.9 | 1 | 6.8 | 6.3
COC(=O)C1CCN(C(=O)/C=C/c2ccc(OC)cc2)CC1
 : 0.8 | -6.0 | -65.0 | -3.9 | 0.7 | -8.5 | 1 | 1 | 0.0 | 19.1
O=C(c1ccccc1)N1CCCCC(Cl)C1=O (stereo not given)
 : 1 | -7.5 | -3.1 | -5.3 | 1.1 | -40.9 | 1.1 | 1.1 | -7.9 | -4.4
Brc1ccccc1-c1nc(-c2ccccc2)no1
 : 0.3 | -1.7 | -180.5 | -3.7 | 0.9 | -7.4 | 0.9 | 1 | 5.8 | 72.7*
CCn1c(=O)cc(SCC(=O)N2CCN(C3CCCCC3)CC2)c2ccccc21
 : 1 | 51.4* | 7.2 | -2.9 | 0.5 | 0.8 | 0.9 | 1 | 7.3 | -4.3
COc1cc([N+](=O)[O-])ccc1NC(=S)Nc1cccc(C(=O)O)c1
 : 1 | -6.4 | -2.9 | 6.6 | -0.6 | -3.2 | 1.1 | 0.9 | -15.0 | -2.8
c1cncc(C(c2nnnn2C2CCCCC2)N2CCCCC2)c1 (stereo not given)
 : 1 | 28.9 | 2.8 | 1.7 | 2.6 | -4.6 | 1.1 | 1 | -5.9 | -3.5
O=C(O)c1cccc(S(=O)(=O)NCC2CCCO2)c1 (stereo not given)
 : 1 | -5.0 | 2.6 | -2.6 | 1.5 | -14.4 | 0.9 | 1 | 9.8 | -4.0
COc1ccc(-c2csc(NC(=O)CN3C(=O)CCC3=O)n2)cc1
 : 1 | -2.9 | -7.1 | -5.2 | 2.6 | -12.2 | 0.9 | 1.1 | 11.2 | -1.7
COC(=O)c1ccc(C(C(=O)NC2CCCCC2)N(CCc2ccccc2)C(=O)Cc2cccs2)cc1 (stereo not given)
 : 1 | -5.5 | -19.2 | 4.2 | 4.5 | -7.0 | 0.8 | 1 | 20.5 | -3.9
O=C(Cn1cnc2ccccc2c1=O)OCCCCN1C(=O)c2ccccc2C1=O
 : 1 | 2.2 | -17.2 | -2.9 | 3.9 | -11.2 | 0.9 | 1 | 6.8 | -3.1
COC(=O)c1cccc(-n2nnnc2SCC(=O)Nc2nc3c(s2)CCCC3)c1
 : 1.1 | 25.6 | -1.4 | -5.9 | 3.0 | -8.8 | 1 | 1.1 | 0.6 | -5.5
CSc1ccc(S(=O)(=O)NCCSC(C)(C)C)cc1
 : 1 | 5.4 | 2.0 | -7.7 | 2.3 | -10.4 | 0.4 | 1.1 | . | -1.7
Cc1cc2ncn(C3CC(=O)N(C)C3=O)c2cc1C (stereo not given)
 : 1.1 | -5.3 | 8.4 | -6.8 | 3.1 | -13.6 | 0.9 | 1.1 | 9.5 | -6.7
O=C1CN(S(=O)(=O)c2ccc(F)cc2)CC(=O)N1CCc1ccccc1
 : 1 | -6.4 | 5.3 | -5.8 | 1.4 | -6.0 | 1.1 | 1.1 | -12.7 | 2.0
NC(=O)CCCc1nc(-c2ccccc2Cl)no1
 : 1 | -1.9 | -9.8 | 2.1 | -0.8 | -6.0 | 0.9 | 1 | 5.3 | 3.5
CCc1ccccc1NC(=S)N(CCN(C)C)Cc1cccs1
 : 1 | -1.1 | -11.1 | 1.5 | 2.2 | -4.5 | 1 | 1 | -0.2 | 1.5
O=[N+]([O-])c1ccc(N2CCN(S(=O)(=O)c3ccccc3)CC2)cc1NCCN1CCOCC1
 : 1 | 5.8 | 7.0 | 10.6 | -0.6 | 5.5 | 0.9 | 0.9 | 10.5 | -2.8

One compound at a time, from the list above:
`c1cncc(C(c2nnnn2C2CCCCC2)N2CCCCC2)c1` (stereo not given) is listed as FLuc act counter: 1; L major viab: 28.9; APP transl inh: 2.8; TNAP inh hiacc: 1.7; RAM network inh: 2.6; TNAP inh noacc: -4.6; bIAP activator: 1.1; TNAP act hiacc: 1; bIAP inh: -5.9; FLuc inh counter: -3.5
`CCc1ccccc1NC(=S)N(CCN(C)C)Cc1cccs1` is listed as FLuc act counter: 1; L major viab: -1.1; APP transl inh: -11.1; TNAP inh hiacc: 1.5; RAM network inh: 2.2; TNAP inh noacc: -4.5; bIAP activator: 1; TNAP act hiacc: 1; bIAP inh: -0.2; FLuc inh counter: 1.5

TNAP inh hiacc, hit marks shown above.
canonical_smiles	APP transl inh	TNAP inh hiacc	RAM network inh	TNAP inh noacc	bIAP activator	TNAP act hiacc	bIAP inh
COc1cc(/C=N/N=C2/C(=O)Nc3ccccc32)cc(OC)c1O	5.5	56.0*	-0.1	49.4	1	0.4	4.4
